From PubChem
Tau fluor counter: Counterscreen qHTS for Inhibitors of Tau Fibril Formation, Fluorescence Polarization; tau K18 P301L Alexa594 fluorescence, heparin fibrillization; Potency, µM (titrated, usually from 57.7 µM), inactives show top-dose activity change, negative = decrease; actives 0.93% (n = 280,000); AID 1463, 2008; further: on the % scale 0 is the no-effect control and ±100 the full control effect; nearly all actives have a fitted effect of over 55% in size
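Human tau K18 P301L (15 uM unlabeled, 0.24 uM Alexa 594-labeled) in 100 mM sodium acetate pH 7 with 20 uM heparin, 6 hr at 37 C. ThT 30 uM added, 1 hr ambient; Alexa 594 FP and total fluorescence read at 555/632 nm.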
HTT cytoprotect: qHTS Multiplex Assay to Identify Dual Action Probes in a Cell Model of Huntington: Cytoprotection (ATP). PC12 HTT-Q103 induced, cytoprotection, ATP luminescence, 40 h. Potency, µM (highest dose often 56.4 µM), without a hit: cytoprotection (ATP increase), hits mostly activators. actives 0.14% (n = 230,000);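 further: % of control where 0% means no effect; nearly all actives have a fitted effect of over 45% in size; toxic huntingtin expression switched on by the ecdysone agonist tebufenozide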
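Rat PC12, Q103 Htt exon1-GFP fusion, ecdysone promoter; tebufenozide inducer 100 nM final; compound titration; qHTS, 1500 cells/well; ATPlite luminescent read.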
Tau ThT inhib: qHTS for Inhibitors of Tau Fibril Formation, Thioflavin T Binding | Microtubule-associated protein tau (Homo sapiens), P10636 | actives 2.1% (n = 270,000) | recombinant tau K18 P301L, heparin-induced fibrillization, ThT fluorescence | Potency, µM (doses to about 57.4 µM), without a hit: at the top dose activity, negative = inhibition, hits mostly inhibitors; further: on the % scale 0 is the no-effect control and ±100 the full control effect; nearly all actives have a fitted effect of over 55% in size
Target sequence (P10636 561-689 P618L limits assumed): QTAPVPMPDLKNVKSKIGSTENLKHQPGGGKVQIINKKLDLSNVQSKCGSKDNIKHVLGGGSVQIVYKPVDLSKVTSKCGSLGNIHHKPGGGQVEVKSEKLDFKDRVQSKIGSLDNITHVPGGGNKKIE
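Fibril formation assay: tau K18 P301L at 15 uM with trace Alexa 594 label, heparin inducer 20 uM, pH 7 sodium acetate buffer, 37 C for 6 hr; endpoint ThT signal.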
Tau fibril FP: qHTS for Inhibitors of Tau Fibril Formation, Fluorescence Polarization; Microtubule-associated protein tau (Homo sapiens), P10636; K18 P301L tau heparin fibrillization, Alexa594 FP, 6 h; AID 1468, 2008; actives 0.39% (n = 280,000); Potency, µM (series often up to 57.7 µM), for inactives: at the top dose activity, negative = inhibition, most hits filed as inhibitors; further: on the % scale 0 is the no-effect control and ±100 the full control effect; nearly all actives have a fitted effect of over 55% in size
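Compound effects on tau fibrillization are measured by Alexa 594 fluorescence polarization (ex 555, em 632 nm). K18 P301L tau is used at 15 uM with 0.24 uM labeled tracer, and 20 uM heparin induces aggregation over 6 hr at 37 C.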
L3MBTL1 inh: qHTS Assay for the Inhibitors of L3MBTL1; actives 0.66% (n = 230,000); AID 485360, 2010; AlphaScreen L3MBTL1–H3K9me1 peptide binding; Lethal(3)malignant brain tumor-like protein 1 (Homo sapiens), Q9Y468; Potency, µM (highest dose often 57.1 µM), for the others: at the highest dose activity, negative = inhibition, actives largely listed as inhibitors; further: on the % scale 0 is the no-effect control and ±100 the full control effect; nearly all actives have a fitted effect of over 60% in size
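L3MBTL1 (50 nM) pre-complexed 30 min with biotinylated H3(1-15)K9me1 peptide (75 nM), then compounds added for 30 min at room temperature; AlphaScreen streptavidin donor/nickel chelate acceptor beads (10 ug/mL final) read after 30 min dark incubation.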
TRb SRC2 PPI: qHTS for Inhibitors of the Interaction of Thyroid Hormone Receptor and Steroid Receptor Coregulator 2 | TRbeta-SRC2 peptide binding, fluorescence polarization; receptor liganded with 1 µM T3 | AID 1469, 2008 | Thyroid hormone receptor beta (Homo sapiens), P10828 | Potency, µM (top dose mostly 106 µM), for the others: at the top dose activity change, negative = inhibition, most hits filed as inhibitors | actives 0.065% (n = 280,000);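 further: plate controls were bound peptide for no effect and peptide without receptor for full effect; nearly all actives have a fitted effect of over 50% in size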
Target sequence (P10828 whole entry, looked up): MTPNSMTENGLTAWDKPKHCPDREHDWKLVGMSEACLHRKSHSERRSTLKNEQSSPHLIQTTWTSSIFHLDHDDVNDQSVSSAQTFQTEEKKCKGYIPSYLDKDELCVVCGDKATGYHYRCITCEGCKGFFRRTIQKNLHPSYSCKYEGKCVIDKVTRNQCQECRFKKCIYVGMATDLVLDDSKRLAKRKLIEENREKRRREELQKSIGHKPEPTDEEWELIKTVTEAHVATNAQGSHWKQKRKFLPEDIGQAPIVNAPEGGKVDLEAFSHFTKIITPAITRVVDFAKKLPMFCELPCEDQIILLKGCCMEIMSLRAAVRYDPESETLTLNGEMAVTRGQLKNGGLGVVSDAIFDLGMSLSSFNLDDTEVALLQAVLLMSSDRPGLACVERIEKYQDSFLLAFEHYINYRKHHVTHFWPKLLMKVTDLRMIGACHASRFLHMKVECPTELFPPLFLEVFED
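Binding of a 20-amino-acid Texas Red SRC2 peptide (20 nM) to TRb ligand-binding domain (0.6 uM) with agonist T3 at 1 uM was followed by fluorescence polarization after a 5 hr room-temperature incubation.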
RECQ1 helicase: qHTS Assay for Inhibitors of RecQ-Like Dna Helicase 1 (RECQ1); ATP-dependent DNA helicase Q1 (Homo sapiens), P46063; RECQ1 DNA unwinding, red fluorescence kinetic read; Potency, µM (top dose mostly 57.3 µM), inactives show at the highest dose activity, negative = inhibition, actives largely listed as inhibitors; actives 0.54% (n = 240,000); AID 2549, 2010;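 further: plate controls were vehicle for no effect and no enzyme for full effect; nearly all actives have a fitted effect of over 30% in size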
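RECQ1T1 50 nM; forked duplex (20 bp + 30-nt ss tails) 200 nM, ATP 2 mM final; pH 8.0, 2 mM MgCl2, 2.5 ug/ml poly(dI-dC); 15 min compound preincubation; discontinuous kinetic read over 2 h at RT.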
TexasRed fluor: Total Fluorescence Counterscreen for Inhibitors of the Interaction of Thyroid Hormone Receptor and Steroid Receptor Coregulator 2 | actives 0.29% (n = 280,000) | Potency, µM (doses to about 106 µM), inactives show top-dose fluorescence change, negative = quenching | TRb/SRC2 Texas Red total fluorescence interference; active means well fitted curve in either direction with a large enough effect; inconclusive means small, poorly fitted or top-dose-only effect; further: on the % scale 0 is the no-effect control and ±100 the full control effect
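Human TRβ ligand-binding domain (0.6 uM) and Texas Red SRC2 peptide (20 nM) in Tris buffer with 1 uM T3 and 5% DMSO were incubated with pinned compound for 5 hr at ambient temperature. Total fluorescence was computed as S + 2P (555/632 nm).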
* hit, by the source's call; i = inactive; ? = inconclusive; . = not tested or not shown; & = joins results of further samples; [ ] = remark or other dose. Unless noted, the call rests on the fitted dose curve; in most records, active means well fitted curve in the direction sought with a large enough effect; inconclusive means small, poorly fitted or top-dose-only effect, or another doubt; inactive means no such curve, though single readings can be large; an effect the other way counts as inactive or inconclusive. Potency means the concentration at half of the fitted maximal effect. A portion of the library; the hit share may differ from the screen's.

The line under a structure holds: Tau fluor counter, HTT cytoprotect, Tau ThT inhib, Tau fibril FP, L3MBTL1 inh, TRb SRC2 PPI, RECQ1 helicase, TexasRed fluor
- CCCCN(C)C(=O)CCC(=O)Nc1ccc2nc(N3CCN(C)CC3)cc(C)c2c1
  -13%, -29%, -12%, 3%, ., -4%, -11%, -7%
- Nc1[nH]n(-c2ccccc2)c(=O)c1N=Nc1ccccc1
  5µM*[quencher], 4%[10 µM], 2.5µM*, 12%, ?, -2%, -9%, -7%
- CCc1ccccc1NC(=O)CSc1nnc(-c2ccccc2)c(-c2ccccc2)n1
  -19%, ., -11%, 1%, ., 6%, ., -1%
- COCCCNC(=S)NCCNc1nc2cc(C)c(C)cc2cc1C#N
  -17%, -34%[inhibitor], -19%, 1%, ., 3%, -2%, -4%
- CC(C)CC(c1nnnn1CCc1ccccc1)N1CCN(C(=O)c2ccco2)CC1 (stereo unspecified)
  2%, 1%, 2%, 6%, -1%, 7%, -4%, -2%
- CCOC(=O)N1CCN(C(=O)CN(c2ccc(Oc3ccccc3)cc2)S(C)(=O)=O)CC1
  -2%, 18%, -4%, 4%, 3%, -1%, -14%, 2%
- O=C(C1=C[C@H](c2ccc3c(c2)OCO3)C[C@H](OCc2ccc(CO)cc2)O1)N1CCCCCCC1
  1%, 14%[10 µM], -15%, -2%, 1%, -5%, ?, -2%
- CC(C)(C)NC(=O)c1cccc(NC(=O)c2ccc(NC(=O)c3ccco3)cc2)c1
  -25%, -19%, ?, ?, 30%[11.4 µM], 0%, 0%, -3%
- O=C(CSc1nnc2c(Cl)cc(Cl)cn12)N1CCN(c2ccc(F)cc2)CC1
  -9%, ., ?, 3%, 8%, 5%, 1%, 0%
- COc1ccc(OCc2csc(N)n2)cc1
  -11%, -105%[inhibitor], -12%, -1%, ., 4%, i, 1%
- Cc1nn2c(NC(C)C)c3c(nc2c1-c1ccccc1)CCC3
  ?, 3%[10 µM], 28µM*, ?, 26%, 3%, -4%, 0%
- CC(C)N1CCc2c(sc(NC(=O)CCc3ccccc3)c2C(N)=O)C1
  4%, ., 10%, -5%, 32%[activator], 6%, -8%, 0%
- O=C(CCl)Nc1ccc(-c2ccccc2)cc1
  3%, -7%, -7%, 8%, -14%, -5%, -4%, -3%
- CC(C)[n+]1ccn(C2=C([O-])c3ccccc3C(=O)/C2=N\S(=O)(=O)c2ccccc2)c1
  -10%, -9%[10 µM], ?, -10%, -14%, 7%, -15%, -6%
- CCOc1ccc(C(=O)Nc2ccc(NC(=O)c3ccccc3)cc2)cc1Br
  2%, ., ?, -16%, 7%, -5%, ., 0%
- CCc1ccc(C(=O)c2cn(CC(=O)Nc3ccc(OC)cc3)c3cc4c(cc3c2=O)OCO4)cc1
  -18%, ., 17%, -5%, ., -2%, ., -1%
- COc1ccc(NC(=O)C2CC(=O)OC2c2ccccc2)cc1 (stereo unspecified)
  -7%, ., -9%, 2%, 7%, -4%, -3%, 1%
- CCc1ccc(OCCCOc2ccc(C=O)cc2)cc1
  -17%, -9%[10 µM], ?, -3%, ., -3%, -10%, -4%
- O=c1[nH]c2ccccc2n1C1=CCNCC1
  9%, 7%[10 µM], 5%, 2%, ., -2%, -1%, -2%
- Fc1ccccc1CN(CCN1CCOCC1)C(=S)Nc1ccccc1Cl
  -13%, -5%, -10%, -8%, ., -15%, -1%, 0%

Look-ups from the results shown.
CCOC(=O)N1CCN(C(=O)CN(c2ccc(Oc3ccccc3)cc2)S(C)(=O)=O)CC1 in Tau fluor counter is entered as -2%
CCOc1ccc(C(=O)Nc2ccc(NC(=O)c3ccccc3)cc2)cc1Br in TexasRed fluor is entered as 0%

Further entries:
The line under a structure holds: Tau fluor counter, HTT cytoprotect, Tau ThT inhib, Tau fibril FP, L3MBTL1 inh, TRb SRC2 PPI, RECQ1 helicase, TexasRed fluor
- CC(=O)Nc1sc2c(c1CN1CCN(c3ccc(F)cc3)CC1)CCCC2
  -27%, ?, -24%, 8%, ., 3%, -7%, -2%
- Cc1ccc(N(CC(=O)NC2CCCC2)C(=O)c2ccc(C)s2)cc1
  2%, -8%[10 µM], 9%, -2%, 6%, -2%, i, 2%
- O=C(c1cccnc1NCc1ccccc1)N1CCOCC1
  -5%, 16%[1.9 µM], -3%, -1%, -4%, 0%, -9%, -8%
- Cc1csc(NC(=O)Cn2cnnn2)n1
  3%, -2%[10 µM], 8%, 8%, 6%, -6%, i, -4%
- CCOc1ccccc1NC(=O)N1CCCC(c2nc(-c3ccc(C)o3)no2)C1 (stereo unspecified)
  3%, 30%[10 µM], 8%, 8%, -3%, -1%, -9%, -5%
- Cc1c(C(=O)OCc2ccccc2)[nH]c2c1C(=O)CC(c1ccc(C(C)(C)C)cc1)C2 (stereo unspecified)
  0%, ., -3%, 0%, ., 7%, ., -3%
- COc1cc(OC)cc(C(=O)N[C@H](C(=O)Nc2nc3c(s2)CCCC3)C(C)C)c1
  -23%, -2%[10 µM], ?, -13%, -13%, -1%, -2%, -3%
- CC(Sc1nc2sc3c(c2c(=O)n1-c1ccccc1)CCCC3)C(=O)O (stereo unspecified)
  -10%, -39%[10 µM], -6%, -2%, 10%, 5%, -7%, -1%
- COc1ccc(N2CCN(C(=O)CN3C(=O)C4CC=CCC4C3=O)CC2)cc1 (stereo unspecified)
  -5%, 10%[10 µM], -12%, -2%, -1%, -16%, -1%, 1%
- Cc1ccc(C2CC(c3cccs3)=NN2C(=O)CSc2nc3ccccc3o2)cc1 (stereo unspecified)
  2%, 10%[10 µM], 11%, 2%, ?, 1%, 0%, 5%
- CCC(CO)n1cnnc1-c1ccncc1 (stereo unspecified)
  -16%, 11%[10 µM], 4%, -15%, ?, 6%, 2%, -2%
- O=C(C1=C[C@@H](c2ccccc2)C[C@@H](OCc2ccc(CO)cc2)O1)N1CCN(Cc2ccc3c(c2)OCO3)CC1
  -12%, -2%[10 µM], -17%, 6%, -18%, -13%, -16%, -2%
- O=C(CCn1ccnc1)Nc1ccc2ccccc2c1
  3%, 21%[10 µM], 0%, 3%, -2%, 2%, -3%, -1%
- CCCCCCCN
  ., -15%, ., ., ., -1%, -9%, -2%
- Cn1c(CCc2nc3ccccc3[nH]2)n[nH]c1=S
  0%, -23%, 0%, 9%, ., 7%, 9%, -2%
- O=C(CSc1ncccn1)Nc1ccc2c(c1)CCC2
  -13%, 5%[10 µM], ., -5%, ., -4%, -7%, -3%
- Cc1ccc(-n2nc3c(N4CCCC(C(=O)NCCc5ccccc5)C4)nnc(C)c3c2C)cc1 (stereo unspecified)
  3%, ., -15%, 1%, ., 0%, ., 0%
- Cc1cccc(C)c1NC(=S)NCCc1ccc(O)c(O)c1
  -26%, ., ?, -7%, -9%, -3%, -16%, 1%
- Cc1c(CNC(=O)c2c([N+](=O)[O-])cnn2C)cnn1C
  0%, -12%, -6%, 2%, -14%, -3%, i, -1%
- COC(=O)c1ccc(NC(=O)C(=O)NCC2CCCO2)cc1 (stereo unspecified)
  20%, 19%[10 µM], 7%, 8%, 4%, 2%, 0%, -1%
- Cc1cccc(OC(C)C(=O)Nc2nonc2-c2ccc(Br)cc2)c1C (stereo unspecified)
  2%, ., -3%, -10%, ., -5%, ., -1%
- O=C1CC(c2ccccc2)CC(=O)C1CS(=O)(=O)c1ccccc1 (stereo unspecified)
  -21%, 2%, ?, ?, ., 5%, -1%, -8%
- CC(=O)N1CCN(CC(=O)Nc2ccc(Cl)c(S(=O)(=O)N(C)C)c2)CC1
  2%, 15%[1.9 µM], 0%, 12%, 4%, 1%, -11%, 4%
- COC(=O)c1ccc(C23CC4(C2)[C@H](CN(Cc2cccnc2)[C@@H]4c2ccccc2)C3c2ccc(Cl)nc2)cc1 (stereo partly specified)
  4%&13%, -7%, -10%&-5%, 8%&3%, ., 2%&3%, -11%, 2%&-3%
- C=CCn1c(=NC(=O)C2COc3ccccc3O2)sc2cc(S(N)(=O)=O)ccc21 (stereo unspecified)
  -1%, 11%[10 µM], 5%, -2%, -1%, -8%, -11%, -1%

Structural class: those above containing a halogen (8)
The line under a structure holds: Tau fluor counter, HTT cytoprotect, Tau ThT inhib, Tau fibril FP, L3MBTL1 inh, TRb SRC2 PPI, RECQ1 helicase, TexasRed fluor
- O=C(CSc1nnc2c(Cl)cc(Cl)cn12)N1CCN(c2ccc(F)cc2)CC1
  -9%, ., ?, 3%, 8%, 5%, 1%, 0%
- O=C(CCl)Nc1ccc(-c2ccccc2)cc1
  3%, -7%, -7%, 8%, -14%, -5%, -4%, -3%
- CCOc1ccc(C(=O)Nc2ccc(NC(=O)c3ccccc3)cc2)cc1Br
  2%, ., ?, -16%, 7%, -5%, ., 0%
- Fc1ccccc1CN(CCN1CCOCC1)C(=S)Nc1ccccc1Cl
  -13%, -5%, -10%, -8%, ., -15%, -1%, 0%
- CC(=O)Nc1sc2c(c1CN1CCN(c3ccc(F)cc3)CC1)CCCC2
  -27%, ?, -24%, 8%, ., 3%, -7%, -2%
- Cc1cccc(OC(C)C(=O)Nc2nonc2-c2ccc(Br)cc2)c1C (stereo unspecified)
  2%, ., -3%, -10%, ., -5%, ., -1%
- CC(=O)N1CCN(CC(=O)Nc2ccc(Cl)c(S(=O)(=O)N(C)C)c2)CC1
  2%, 15%[1.9 µM], 0%, 12%, 4%, 1%, -11%, 4%
- COC(=O)c1ccc(C23CC4(C2)[C@H](CN(Cc2cccnc2)[C@@H]4c2ccccc2)C3c2ccc(Cl)nc2)cc1 (stereo partly specified)
  4%&13%, -7%, -10%&-5%, 8%&3%, ., 2%&3%, -11%, 2%&-3%
